hcDAF-12 act: activators of H. contortus DAF-12 nuclear receptor | HEK293 hcDAF-12 lit1-tk-luc reporter, luminescence; 0% DMSO, 100% Δ7-dafachronic acid | activation, % at 6.8 µM | 1.4% of 370,000 active;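 active = activation above the mean of all tested compounds plus 3 SD, cut at about 5.5% in these data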;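 also: 100% = response to 3 µM Δ7-dafachronic acid high control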
sPLA2-III inh: Blocks human group III sPLA2 activity; Q9NZ20; QFRET BODIPY PC-A2 liposome hydrolysis, fluorescence; inhibition, % at 12.2 µM; 0.56% of 370,000 active;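 active = inhibition above mean plus 3 SD of compounds lying within the high and low control bounds, cut at about 19% in these data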;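 also: 0% = median of test compound wells and 100% = no enzyme DMSO wells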
SMARCA2 activ: activators of SMARCA2 function; AID 652017; MG213 cells, MMTV-luciferase reporter, dexamethasone, overnight; activation, % at 9.1 µM; 1% of 370,000 active; in the data active = activation above about 7.8%;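 also: 0% = vehicle wells and 100% = reference activator wells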
PG9 Ab binder: small molecules binding HIV-1 gp120 antibody PG9. TR-FRET gp120-PG9 antibody binding. inhibition, % at 6.7 µM. 0.43% of 360,000 active; in the data active = inhibition above about 8.5%
Rev-erbA mod: modulates human Rev-erb alpha binding to DNA | P20393 | Rev-erbα–FITC-DNA binding, fluorescence polarization, 90 min | activity, % at 10 µM | 0.79% of 370,000 active;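 active = activity above about 14%, limit read from the data; passing the limit was not always enough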;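 also: 0% = DMSO wells with 35 nM protein and 100% = DMSO wells with 750 nM protein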
FXN GAA850 act: activators of GAA850 frataxin (FXN) promoter; HEK293 lucGAA850 FXN promoter luciferase reporter, 24 h; percent of 10 µM SAHA response; activation, % at 6 µM; 0.56% of 360,000 active; AID 540364;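 active = activation above the average of all compounds screened plus 3 SD, cutoff fixed separately per campaign, cut at about 7.5% in these data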;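 also: 0% = DMSO wells and 100% = 10 µM SAHA wells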
ssDAF12 agonist: S. stercoralis DAF-12 activation, primary screen | HEK293 ssDAF-12/GRIP1 lit1-tk-luc reporter, luminescence; % of 3 µM dafachronic acid response | activation, % at 6.8 µM | 1% of 370,000 active;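 active = activation above the mean over all tested compounds plus 3 SD, cut at about 0.9% in these data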;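 also: 0% = DMSO-only wells and 100% = 3 µM delta7-dafachronic acid wells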
DAX1 inh-1: blocks DAX1 repression of SF-1 activated StAR promoter; HEK293T StAR-luciferase reporter, SF-1/DAX-1 repression relief; inhibition, % at 6.8 µM; 1.1% of 370,000 active; AID 652010;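 active = inhibition above the mean over all tested compounds plus 3 SD, cut at about 3.6% in these data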;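 also: 0% = DAX-1 cells with DMSO and 100% = cells lacking DAX-1 with DMSO; higher inhibition means more luminescence from relief of DAX-1 repression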
PLCb3 inh: inhibitors of human phospholipase C beta3. 0.18% of 370,000 active. Purified PLC-beta3, fluorogenic substrate, fluorescence. Q01970. inhibition, % at 12.2 µM; in the data active = inhibition above about 11%;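 also: 0% = median of compound wells on plate and 100% = full blocker control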
Target sequence (Q01970 whole entry, looked up): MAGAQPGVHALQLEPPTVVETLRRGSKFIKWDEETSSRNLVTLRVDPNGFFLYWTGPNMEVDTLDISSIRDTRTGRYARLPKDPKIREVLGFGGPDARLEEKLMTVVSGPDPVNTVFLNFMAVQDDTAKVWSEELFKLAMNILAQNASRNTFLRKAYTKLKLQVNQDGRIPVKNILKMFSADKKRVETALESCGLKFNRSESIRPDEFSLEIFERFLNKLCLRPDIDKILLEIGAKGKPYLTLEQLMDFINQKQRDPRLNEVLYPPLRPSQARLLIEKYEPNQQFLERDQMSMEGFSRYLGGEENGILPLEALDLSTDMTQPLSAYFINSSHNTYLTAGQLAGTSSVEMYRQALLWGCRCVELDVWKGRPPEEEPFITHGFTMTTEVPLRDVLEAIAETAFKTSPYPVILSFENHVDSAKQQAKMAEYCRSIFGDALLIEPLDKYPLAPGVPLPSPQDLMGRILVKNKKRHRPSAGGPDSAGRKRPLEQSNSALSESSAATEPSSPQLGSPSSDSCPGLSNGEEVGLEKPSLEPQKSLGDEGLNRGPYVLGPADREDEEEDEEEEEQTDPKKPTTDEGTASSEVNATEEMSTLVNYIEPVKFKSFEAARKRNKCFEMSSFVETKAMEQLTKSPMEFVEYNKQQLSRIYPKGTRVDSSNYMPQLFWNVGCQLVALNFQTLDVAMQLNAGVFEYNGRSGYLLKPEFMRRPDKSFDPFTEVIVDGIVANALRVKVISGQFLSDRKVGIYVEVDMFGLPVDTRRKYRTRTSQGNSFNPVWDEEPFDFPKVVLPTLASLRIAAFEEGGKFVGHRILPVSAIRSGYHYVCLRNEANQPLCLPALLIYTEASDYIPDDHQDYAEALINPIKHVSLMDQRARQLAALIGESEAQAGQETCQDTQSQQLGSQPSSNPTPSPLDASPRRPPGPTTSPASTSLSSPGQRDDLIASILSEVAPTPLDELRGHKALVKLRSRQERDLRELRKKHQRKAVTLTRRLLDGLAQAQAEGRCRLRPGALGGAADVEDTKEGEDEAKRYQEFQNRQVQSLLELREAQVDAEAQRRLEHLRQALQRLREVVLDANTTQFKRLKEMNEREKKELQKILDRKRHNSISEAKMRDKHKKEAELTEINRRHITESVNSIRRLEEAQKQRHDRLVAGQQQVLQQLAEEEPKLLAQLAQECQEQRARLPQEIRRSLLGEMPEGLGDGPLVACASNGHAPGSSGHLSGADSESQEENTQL
hgDAF-12 ag: activates the H. glycines DAF-12 receptor ligand-binding domain; HEK293 GAL4-hgDAF12 UAS-luciferase reporter, agonist luminescence; normalized to butyrate control; activation, % at 6.8 µM; 1.8% of 370,000 active;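 active = activation above a cutoff set at the mean of all screened compounds plus 3 SD, cut at about 10% in these data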;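 also: 0% = DMSO wells and 100% = sodium butyrate wells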
DAX1 inh-2: NR0B1 (DAX1) inhibition. P51843. HEK293 Gal4-DAX1 luciferase reporter, luminescence. inhibition, % at 6.75 µM. 0.99% of 340,000 active. AID 504766;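 active = inhibition above the mean over all tested compounds plus 3 SD, cut at about 4.2% in these data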;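 also: 0% = DAX1-transfected cells with DMSO and 100% = empty-vector control cells with DMSO; inhibition shows as a rise in luminescence from relieved DAX1 repression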
An asterisk follows results filed as active; . = not tested or not shown. Rows were taken by chance; any-hit rate near 7%.

SMILES	hcDAF-12 act	sPLA2-III inh	SMARCA2 activ	PG9 Ab binder	Rev-erbA mod	FXN GAA850 act	ssDAF12 agonist	DAX1 inh-1	PLCb3 inh	hgDAF-12 ag	DAX1 inh-2
Cc1ccc(C)c(N2CCN(C(=O)c3cc4sccc4n3C)CC2)c1	-0.5	1	0	-2.1	-1	0.3	-1.2	0.1	-4	-1.0	-0.7
Cn1c(=O)c2c(O)cc(=O)n(-c3ccccc3)c2n(C)c1=O	-0.6	1	-4	3.2	-2	-0.3	-0.9	-0.4	-2	-3.6	-0.7
Cc1cc2ncn(C(=O)c3ccc4c(c3)OCO4)c2cc1C	0.2	-1	2	-0.5	-4	-1.8	0.5	-0.1	1	0.0	1.1
CCCNC(=O)COc1coc(CN2CCN(c3cccc(Cl)c3)CC2)cc1=O	-2.4	0	-2	-1.5	3	1.9	-1.1	-1.6	-9	1.1	-0.5
Cc1ccc(C)c(N(C(=O)c2snc(C(N)=O)c2N)C(C(=O)NCC2CCCO2)c2cccs2)c1 (stereo not drawn)	0.0	-7	-2	1.1	3	-2.2	-1.2	-0.9	-308	-1.5	-4.5
C=CCn1c(CCc2ccccc2)nnc1SCC(N)=O	0.7	2	1	0.4	-3	3.0	-0.8	0.0	-9	2.9	0.4
O=C(c1cc2ccccc2o1)N1CCCC1	-0.2	-2	1	-0.1	-1	3.0	-1.4	1.3	-6	0.7	0.1
COC(=O)c1sc(NC(=O)CSc2nc3cccnc3n2C2CCCCC2)nc1C	0.7	-3	-2	-0.6	0	-0.3	-1.1	0.9	1	-1.3	1.5
CC1(C)CC(=O)C=C(C(=O)N2CCCC(C(=O)c3cccc(C(F)(F)F)c3)C2)O1 (stereo not drawn)	-0.2	5	-1	0.8	-5	1.3	-1.0	-1.8	-7	-2.5	-0.7
O=C(NC1CC2CCCC(C1)N2C(=O)Nc1ccc(F)cc1)c1ccccc1 (stereo not drawn)	-1.7	2	-4	1.1	-4	0.2	-1.5	-0.3	-8	0.8	-0.1
Cc1cccc(CN2CCN(C3CN(Cc4cn(Cc5ccc(C(F)(F)F)cc5)nn4)S(=O)(=O)C3)CC2)c1 (stereo not drawn)	-2.8	-10	-4	1.0	0	.	-1.7	-2.5	1	-0.6	.
COc1cccc(CN2CC(C(=O)N(C)Cc3[nH]c4ccccc4c3C)CCC2=O)c1 (stereo not drawn)	2.7	-14	-2	2.1	2	-1.6	-0.4	-0.2	-17	-0.8	0.0
CCN1C(=O)N[C@@H](c2ccco2)C(C(=O)OC)=C1C	-1.8	1	-1	1.1	0	1.9	-1.2	0.1	-5	2.5	0.0
CN1CCN(C(=O)CCn2nc(-c3ccccc3)c3ccccc3c2=O)CC1	-1.6	-4	1	0.4	3	3.0	-0.9	0.7	4	0.5	0.3
CC(NC(=O)COC(=O)c1cc(=O)[nH]c2ccccc12)c1ccccc1 (stereo not drawn)	-0.6	9	-1	2.3	4	-0.5	-0.4	-0.5	-215	-4.0	0.1
Cc1ccc2c(CSc3nc4ccccc4c(=O)n3CCCO)cc(=O)oc2c1C	-2.7	-10	0	0.0	2	3.7	-0.8	-0.9	-1	-0.7	-0.9
O=C(/C=C/[C@H]1O[C@@H](n2cnc3c(NC(=O)c4ccccc4)ncnc32)[C@H](O)[C@@H]1O)NCCc1c[nH]c2ccccc12	-0.5	-17	-1	0.7	3	.	-0.6	1.5	3	-0.5	.
Cc1ccc2c(c1)N(C(=O)CCC(=O)NCCCN1CC(C)CC(C)C1)CCO2 (stereo not drawn)	0.1	-6	-2	0.0	3	-0.7	-1.4	0.4	3	0.5	0.1
CCOC(=O)c1ccc(NC(=O)NC2=NCCS2)cc1	1.1	-2	7	0.9	-1	3.9	-0.6	1.1	5	11*	0.0
CCCCNC(=O)c1ccccc1SCC(=O)NC1CCCCCCC1	-0.8	0	-1	0.5	4	-0.7	-0.9	-1.2	2	-1.1	0.5
O=C(CC1Sc2ccccc2NC1=O)NNc1cccc(Cl)c1Cl (stereo not drawn)	2.2	-26	4	-3.2	6	0.2	-1.0	-1.4	-6	-0.4	-0.2
CC(C)(C)C1CCC2(CC1)C(C#N)=C(SCC(=O)NC1CCCCC1)NC(=O)C2C#N (stereo not drawn)	-1.6	-10	-3	-1.6	-3	-1.4	-0.6	-0.5	0	-0.9	-0.1
COc1ccc(-c2cn[nH]c2-c2ccc(OC)cc2)cc1	-2.9	-2	-2	-0.6	-2	-3.4	-1.6	-0.3	-5	0.4	2.2
Cc1occc1-c1nnc(SCC(=O)NC2CCCC2)n1-c1ccccc1	-2.3	1	-4	1.0	0	-0.3	-1.4	-0.9	1	-2.6	2.5
COc1ccc(NC(=O)COC(=O)c2ccc(O)cc2)c([N+](=O)[O-])c1	0.7	-11	-3	2.1	-6	0.0	-2.4	-1.8	-4	0.9	-0.3

Ordered by value in ssDAF12 agonist (largest number first): three of the compounds above
structure | ssDAF12 agonist
CC1(C)CC(=O)C=C(C(=O)N2CCCC(C(=O)c3cccc(C(F)(F)F)c3)C2)O1 (stereo not drawn) | -1.0
COc1ccc(-c2cn[nH]c2-c2ccc(OC)cc2)cc1 | -1.6
Cc1cccc(CN2CCN(C3CN(Cc4cn(Cc5ccc(C(F)(F)F)cc5)nn4)S(=O)(=O)C3)CC2)c1 (stereo not drawn) | -1.7

(continued)
SMILES	hcDAF-12 act	sPLA2-III inh	SMARCA2 activ	PG9 Ab binder	Rev-erbA mod	FXN GAA850 act	ssDAF12 agonist	DAX1 inh-1	PLCb3 inh	hgDAF-12 ag	DAX1 inh-2
CC1=NN(C(C#N)c2ccccc2C)C(c2ccccc2)C1 (stereo not drawn)	3.9	9	-2	-0.5	-3	-0.6	-1.6	0.0	-1	1.2	-0.4
CC(C(=O)Nc1sc2c(c1C(=O)NCC1CCCO1)CCC2)N1C(=O)c2ccccc2C1=O (stereo not drawn)	-1.6	6	-3	3.1	2	0.8	-0.8	-0.6	0	-1.2	1.4
Cc1ccc(C)c(S(=O)(=O)N2CCN(CC(=O)Nc3cc(C)on3)CC2)c1	0.2	-2	-1	1.0	5	0.6	-0.9	-0.5	3	-1.1	0.6
Cc1nc(NC(=O)C23CCC(C)(C(=O)O2)C3(C)C)sc1C (stereo not drawn)	-2.0	2	-1	-0.1	-6	0.4	-1.1	-0.3	-18	-0.5	0.9
COc1ccc(/C=C(\C#N)C(=O)OCC(=O)N2CC(C)OC(C)C2)cc1 (stereo not drawn)	-0.9	-4	-1	0.9	2	3.3	-1.4	0.4	-2	2.3	-0.9
Cc1ccc(NC(N)=S)cc1	-0.4	4	-2	-0.1	0	1.6	-1.3	0.2	4	3.1	0.6
Cn1c(SCC(=O)Nc2ccc(F)cc2F)nnc1-c1cccnc1	-1.7	-5	0	-0.6	-5	1.0	-1.3	1.4	1	1.5	2.7
CCOC(=O)COc1ccc(/C=C2/C(=O)NN(c3ccc(F)cc3)C2=O)cc1OC	-0.2	-2	-1	-1.6	7	3.8	-1.3	-0.8	-5	-3.2	-0.1
COc1ccc(OC)c(/C=N/NC(=S)NCCc2ccccc2)c1	-2.4	10	-3	-0.8	16	2.3	-0.3	-0.8	-303	-1.1	1.8
O=C(OCc1ccc([N+](=O)[O-])cc1Cl)c1cnccn1	-1.1	5	-1	-1.9	-2	1.5	-1.3	-0.4	-7	-1.7	1.0
CC(=O)Cc1nsc(NC(=O)c2ccccc2Cl)n1	-0.2	-1	-1	2.0	-7	3.3	-0.4	0.7	4	-2.1	0.4
O=C1C2C3C=CC(O3)C2C(=O)N1N=Cc1ccc2c(c1)OCO2 (stereo not drawn)	0.8	12	-4	0.2	-1	1.3	-0.9	0.6	4	0.0	2.5
O=C(NCc1ccncc1)[C@@H]1CCCN1C(=O)[C@@H]1CCCN1C(=O)c1ccccc1	-1.4	3	-6	-1.0	4	.	-1.2	-0.6	2	1.0	.
COc1ccc(NC(=O)C2C3CCC(O3)C2C(=O)O)cc1OC (stereo not drawn)	-3.0	8	1	-0.2	3	4.0	-1.4	-0.4	-13	2.6	0.2
N#Cc1sc2nc(-c3ccccc3)cc(C(F)(F)F)c2c1N	1.9	1	0	-0.3	1	-1.0	0.7	-0.7	-29	-1.1	0.0
Cn1c(=O)c(Cc2ccccc2)c(O)c2ccccc21	1.6	10	-1	1.5	-7	2.3	-1.1	-0.1	-12	0.4	1.9
Nc1nonc1C(=O)NCCNCc1ccccc1OCc1ccc(F)cc1	-0.7	1	0	2.9	-1	-1.8	-1.5	-1.1	2	-1.5	-1.3
COc1ccc(-n2c(SCC(=O)N3CCOCC3)nc(O)c(Cc3ccccc3)c2=O)cc1	-0.6	9	-1	1.0	1	2.1	-1.4	0.9	2	-2.1	-0.9
CC(=O)c1c(COC(=O)c2ccccc2Cl)nc2ccccc2[n+]1[O-]	-0.5	-8	-2	0.1	-3	3.5	-1.6	0.7	-9	-0.3	-0.4
COc1cccc(-c2cc(C(F)(F)F)nc(N3CCC(C)CC3)n2)c1	0.9	2	2	1.5	3	1.2	-1.0	-1.0	-1	-0.1	0.8
COc1ccc(CC(=O)OCC(=O)NC2CCCCC2)cc1	-0.3	6	-2	-1.0	3	2.1	-0.7	-0.6	-8	2.8	0.3
O=C(Nc1ccccc1)/C(=C\c1cccs1)NC(=O)c1ccccc1	-1.6	-6	0	-3.0	1	3.4	-1.4	0.4	3	2.6	-1.1
C=CCN1C(=NC(=O)COc2ccc(Cl)cc2)SC2CS(=O)(=O)CC21 (stereo not drawn)	-1.9	-1	6	0.0	-1	-1.1	-1.0	0.2	0	-1.4	1.1
CC(C)(C)c1nnc(NC(=O)CCC2CCCCC2)s1	0.1	1	0	-1.5	5	0.5	-1.4	0.0	4	2.1	-0.6
O=C(Nc1cccc(F)c1)OC1CC2CC1[C@H]1CCCCN1[C@H]2Cc1ccccc1 (stereo partly drawn)	-0.1	-3	-1	.	8	.	-0.5	0.2	-8	-1.7	.

(list continues)
SMILES	hcDAF-12 act	sPLA2-III inh	SMARCA2 activ	PG9 Ab binder	Rev-erbA mod	FXN GAA850 act	ssDAF12 agonist	DAX1 inh-1	PLCb3 inh	hgDAF-12 ag	DAX1 inh-2
CCOc1cc(/C=C2\SC(=S)N(N3CCOCC3)C2=O)ccc1O	-0.6	-3	2	-1.7	-35	-0.1	-1.4	0.4	-5	-0.6	1.8
CCN1CCOC(CC(=O)Nc2ccc([N+](=O)[O-])cc2)C1=O (stereo not drawn)	-0.9	8	-6	-0.3	-3	2.0	-0.8	0.2	-3	0.9	-0.1
Cc1ccc(C)c(NC(=S)NCc2ccccc2)c1	-1.1	13	0	-0.9	-7	-0.5	-1.4	-1.1	-3	0.1	0.4
CCc1ccc(CNC(=O)CCC(=O)N2Cc3cccc(OC)c3Oc3ncccc32)cc1	-2.4	1	-3	1.3	-1	-1.3	-1.5	0.2	-5	-1.0	0.3
COc1ccc(-c2noc(N3CCC(C(=O)NCCCN4CCC(C)CC4)CC3)n2)cc1	-1.6	6	-7	-1.3	-1	-0.3	-1.2	-1.4	-4	5.5	-1.3
Cc1ccc(NC(=O)CCN2C(=O)c3cccc4cccc(c34)C2=O)cc1	4.5	2	3	-0.6	8	0.2	-1.1	-0.3	1	-0.7	2.8
CCOC(=O)c1c(S(=O)(=O)NCc2ccc(C)o2)c(C)n(C)c1C	-0.7	4	-2	1.1	-4	-0.3	-1.1	0.0	-8	0.4	0.3
Cc1ccc(S(=O)(=O)N2CCC(C(=O)OCC(=O)N(C)C3CCCCC3)CC2)cc1C	0.3	11	-1	0.8	3	0.2	-1.2	1.1	-4	0.4	0.1
